Screening data as filed in PubChem.
TRPC4 inh: inhibitors of mouse TRPC4 channel | HEK293 TRPC4beta/mu-opioid, DAMGO-evoked Fluo4 calcium flux; hits give low values | B-score at 10 µM | 300,000 tested, 0.39% active;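 active = B-score over 3 SD under the library average, no early fluorescence shift, positive overall ratio signal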
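System: stable TRPC4beta/mu-opioid receptor HEK293 cells; Dosing: single-point compound dosing; Measured by: Fluo4 Ca2+ flux fluorescence; Read-out basis: per-well B score of integrated baseline-normalized Fluo4 ratio.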
ANO1 block: blocks the mouse calcium-activated chloride channel TMEM16A; Q8BHY3; HEK293 TMEM16A/YFP iodide influx fluorescence, ionomycin; normalized B-score (activity score, 25-100; higher = stronger inhibition) at 10 µM; 310,000 tested, 1.2% active;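 active = ratio plate-corrected score three or more library SD toward inhibition, starting fluorescence score within five deviations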;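 note: score derived from kinetic fluorescence span divided by baseline fluorescence per well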
TRPC6 act: activates the mouse TRPC6 cation channel. Q61143. HEK293-TRPC6 membrane potential dye fluorescence; hits give high values. B-score at 10 µM. 310,000 tested, 0.13% active. AID 2550;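 active = B-score of the integrated fluorescence ratio above library mean plus 3 SD, and starting fluorescence ratio within library mean plus 5 SD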;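 note: higher score means more depolarization so channel activation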
TRPC6 inh: inhibitors of mouse TRPC6 channel. 310,000 tested, 1.1% active. AID 2553. B-score at 10 µM. HEK293-TRPC6, membrane potential dye, ACh-evoked depolarization; hits give low values. Q61143;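 active = B-score under library mean minus 3 SD, initial fluorescence not abnormally high, positive integrated signal ratio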;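 note: B-score derived from integrated fluorescence ratio over the kinetic read; more negative B-score means stronger inhibition of depolarization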
MrgX1 agonist: activates human MrgX1 receptor signaling; Q96LB2; MrgX1-HEK293 cells, Fluo-4 calcium fluorescence, agonist mode; hits give high values; B-score at 10 µM; 310,000 tested, 0.44% active;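 active = calcium response B-score plate-corrected fluorescence ratio at least 3 library SD, with starting fluorescence B-score inside 5 SD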
Target sequence (Q96LB2 whole entry, looked up): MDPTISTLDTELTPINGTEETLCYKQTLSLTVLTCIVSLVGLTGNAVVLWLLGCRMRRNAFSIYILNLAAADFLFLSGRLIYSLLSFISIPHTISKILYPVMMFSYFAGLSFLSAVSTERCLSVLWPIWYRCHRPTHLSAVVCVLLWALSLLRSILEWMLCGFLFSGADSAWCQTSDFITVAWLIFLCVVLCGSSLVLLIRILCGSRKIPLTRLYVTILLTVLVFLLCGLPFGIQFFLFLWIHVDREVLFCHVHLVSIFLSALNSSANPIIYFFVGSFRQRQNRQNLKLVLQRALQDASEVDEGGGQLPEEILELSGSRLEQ
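Test system: HEK293 cells stably expressing human MrgX1 receptor; amount: 15,000 cells per well; doses: compound delivered in addition one of three; times: overnight plating before 1 h dye loading; detection: Fluo-4 NW calcium-flux fluorescence, kinetic read; read-out basis: B-scored fluorescence response ratio; controls: positive and negative controls per plate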
MrgX1 antag: antagonists of human MrgX1 receptor; Q96LB2; MRGX1-HEK293 calcium flux, Fluo-4, BAM8-22 antagonism; hits give low values; B-score at 10 µM; 310,000 tested, 1.3% active; AID 588676;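 active = calcium-response B-score plate-corrected more than 3 library SD below zero, starting fluorescence within 5 deviations, no agonist response on first addition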;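 note: peak minus trough fluorescence over baseline after final BAM8-22 challenge near maximal dose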
TRPC4 potent: allosteric potentiators of mouse TRPC4 channel | Q9QUQ5 | HEK293 TRPC4beta/mu-opioid, DAMGO EC20, Fluo-4 Ca2+ flux; hits give high values | B-score at 10 µM | 310,000 tested, 0.42% active | AID 2227;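 active = B-score of calcium response area above 5 SD of library B-scores, with initial fluorescence ratio within 5 SD of library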;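 note: B-score of integrated fluorescence ratio over time as area under calcium response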
MrgX1 PAM: human MrgX1 positive allosteric modulation, primary screen; Q96LB2; MrgX1-HEK293, Fluo-4 calcium flux, FDSS; hits give high values; B-score at 10 µM; 310,000 tested, 0.63% active; AID 588675;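 active = plate-corrected calcium response at least 3 library SD above typical, normal starting fluorescence, not activating the receptor alone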;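 note: compound read alongside a low EC10 to EC30 dose of BAM8-22 agonist; peak minus trough fluorescence over baseline measured at the second addition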
TRPC4 agonist: activators of mouse TRPC4 channel; HEK293 TRPC4beta/mu-opioid, Fluo4 calcium fluorescence; hits give high values; B-score at 10 µM; 310,000 tested, 0.49% active; AID 2237;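 active = B-score above 5 SD of library B-scores, and initial fluorescence ratio not above library mean plus 5 SD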;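 note: positive B-score marks a calcium rise read as TRPC4 activation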
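Assay system – TRPC4beta and mu-opioid receptor HEK293 stable cells · Measured by – Fluo4 fluorescence, kinetic · Schedule – dye loading 45 min room temperature, 110 s kinetic read · Read-out – B-scored integrated calcium fluorescence ratio · Controls – buffer and maximal DAMGO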
TMEM16A act: mouse TMEM16A channel activation, primary screen. Q8BHY3. HEK293 TMEM16A/YFP-H148Q/I152L, iodide quench fluorescence; hits give low values. B-score at 10 µM. 340,000 tested, 0.3% active. AID 623877;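 active = fluorescence-ratio B-score plate-corrected deviation score at least 3 library SD below zero, with starting fluorescence score within 5 deviations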;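 note: channel opened by trigger with iodide after compound preincubation; score built on the fluorescence ratio of max minus min over baseline; more negative score means more quench and so TMEM16A activation or potentiation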
SKKanGAS inh: blocks kanamycin growth of S. pyogenes SKKanGAS strain; BacTiter-Glo, 6 h; inhibition, % at 7.5 µM; 300,000 tested, 1.3% active;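 active = mean replicate score, as percent of positive control median, at least 50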;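 note: strain carries kanamycin resistance gene driven by streptokinase promoter and grows in 40 µg/ml kanamycin; loss of luminescence reflects streptokinase promoter inhibition or plain growth inhibition; 0% = median of DMSO wells and 100% = positive control at its reference dose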
* marks the source's active call; other numbers are inactive results; i = inactive; . = no result given. Outcome played no part in choosing rows. Share with any hit: about 6.7%.

entry	mol	TRPC4 inh	ANO1 block	TRPC6 act	TRPC6 inh	MrgX1 agonist	MrgX1 antag	TRPC4 potent	MrgX1 PAM	TRPC4 agonist	TMEM16A act	SKKanGAS inh
1	COc1cccc(NS(=O)(=O)c2ccc3c(c2)CCN3C(C)=O)c1	i	i	i	i	i	i	i	i	i	i	-12
2	CC(=O)Nc1ccc(S(=O)(=O)NC2=C(N3CCN(C)CC3)C(=O)c3ccccc3C2=O)cc1	i	i	i	i	i	i	i	i	i	i	6
3	O=C(Nc1cc(F)ccc1F)C1CCCO1 (stereo unspecified)	i	i	i	i	i	i	i	i	i	i	-8
4	Cc1nnc(SCC(=O)Nc2c(C)n(C)n(-c3ccccc3)c2=O)n1Cc1ccccc1	i	i	i	i	i	i	i	i	i	i	-1
5	O=C(NCc1ccco1)c1cc(-c2ccccc2)on1	i	i	i	i	i	i	i	i	i	i	-6
6	CCN(CC)c1ccc(NS(=O)(=O)c2ccc3c(c2)oc(=O)n3C)c(C)c1	i	i	i	i	i	i	i	i	i	i	-3
7	O=C(NCc1ccccc1)c1cc(S(=O)(=O)N2CCCCC2)ccc1N1CCOCC1	i	i	i	i	i	i	i	i	i	i	-6
8	CC(C)c1nnc(SCC(=O)NCCC2=CCCCC2)n1N	i	i	i	i	i	i	i	i	i	i	4
9	Cc1cc(-c2ccccc2)n(-c2ccc(C(=O)NC(C)C)cc2)n1	i	i	i	i	i	i	i	i	i	i	-3
10	O=C(NCCCN1CCc2ccccc2C1)C1CCN(S(=O)(=O)N2CCC3(CC2)OCCO3)CC1	i	i	i	i	i	i	i	i	i	i	9
11	Cc1ccc(C(C)C)c(OCC(=O)Nc2ccc3c(c2)nc(CCN2CCCCC2)n3C)c1	i	i	i	-6*	i	i	i	i	i	i	-3
12	COc1ccc(Cc2nc(-c3ccccc3)no2)cc1	i	i	i	i	i	i	i	i	i	i	1
13	CC1CCCCN1C(=O)c1ccccc1NC(=O)c1ccco1 (stereo unspecified)	i	i	i	i	i	i	i	i	i	i	-5
14	COCC(C)n1c(C)cc(C(=O)Cn2c(=O)oc3ccccc32)c1C (stereo unspecified)	i	i	i	i	i	i	i	i	i	i	4
15	COc1ccccc1C(=O)NCCC(=O)N1CCCCC1	i	i	i	i	i	i	i	i	i	i	7
16	Cc1nn(CC(=O)NC2CCCCC2)c(=O)c2cccn12	i	i	i	i	i	i	i	i	i	i	-1
17	COc1ccc(N(CC(=O)Nc2cccc(C(C)=O)c2)S(=O)(=O)c2ccc(NC(C)=O)cc2)cc1	i	i	i	i	i	i	i	i	i	i	2
18	Cc1cc(/C=C2/SC(=O)N(CC(=O)N3CCCC3)C2=O)c(C)n1C	i	i	i	i	i	i	i	i	i	i	-5
19	CSc1ncccc1C(=O)OCC(=O)Nc1cc(C(F)(F)F)ccc1N1CCOCC1	i	i	i	i	i	i	i	i	i	i	-8
20	O=C(NNC(=S)Nc1ccccc1)Nc1ccccc1	i	i	i	i	i	i	i	i	i	i	-6
21	CCCc1cc(=O)[nH]c2nnc(SCC(=O)N3CC(C)OC(C)C3)n12 (stereo unspecified)	i	i	i	i	i	i	i	i	i	i	-1
22	O=C(O)C1NCCc2ccccc21 (stereo unspecified)	i	i	i	i	i	i	i	i	i	i	2
23	CCCCN1CN(Cc2ccco2)CNC1=S	i	i	i	i	i	i	i	i	i	i	-12
24	Cc1occc1C(=O)N1CCN(C(c2ccccc2)c2ccccc2)CC1	i	i	i	i	i	i	i	i	i	i	-1
25	O=C(CSc1ncnc2ccccc12)Nc1cc(S(=O)(=O)N2CCCCC2)ccc1Cl	i	i	i	i	i	i	i	i	i	i	6
26	CC(C)[C@@H]1NC(=O)N(c2ccc(Oc3ccccc3)cc2)C1=O	i	i	i	i	i	i	i	i	i	i	8
27	COc1ccc(S(=O)(=O)Nc2nc(C(F)(F)F)cs2)cc1	.	i	i	i	i	i	i	i	i	i	5
28	CCOC(=O)c1ccc(S(=O)(=O)NNC(=O)c2ccc3c(c2)nc(C)n3CC)cc1	i	i	i	i	i	i	i	i	i	i	-10
29	CCN(c1ccccc1)S(=O)(=O)c1ccc(OC)c(NS(=O)(=O)c2cccs2)c1	i	i	i	i	i	i	i	i	i	i	-15
30	CCN(CC)c1ccc(C=C2C(=O)OC3(CCCC3)OC2=O)cc1	i	i	54*	i	74*	i	i	i	i	i	-3
31	COC(=O)CCCC1=CC2=CC(=O)C(C)(OC(=O)c3cccs3)C(=O)C2=CN1c1ccc(OC)cc1 (stereo unspecified)	i	i	i	i	i	i	i	i	i	i	4
32	CCO[C@@H]1OC(C(=O)NCc2nc3ccccc3[nH]2)=C[C@H](c2cn(C(C)=O)c3ccccc23)[C@H]1CCCO	i	i	i	i	i	i	i	i	i	i	8
33	CCOc1ccc(NCCC#N)cc1	i	i	i	i	i	i	i	i	i	i	8
34	CC(=O)Oc1c(/C=C(\C#N)C(N)=O)[nH]c2ccccc12	i	.	27*	i	.	.	i	.	i	i	-17
35	NC(=S)NCc1cccnc1	i	i	i	i	i	i	i	i	i	i	0
36	C=CCSc1nc2ccccc2n1S(=O)(=O)c1ccc(Cl)cc1	i	i	i	i	i	i	i	i	i	i	1
37	COc1ccc(OC)c(/C=N/NC(=O)C(O)c2ccccc2)c1 (stereo unspecified)	i	i	i	i	i	i	i	i	i	i	0
38	O=C(CCS(=O)(=O)c1ccccc1Cl)NCc1ccc(F)cc1	i	i	i	i	i	i	i	i	i	i	-7
39	O=C(NCCc1ccc(Cl)cc1)C1CCCN(S(=O)(=O)N2CCCCCC2)C1 (stereo unspecified)	i	i	i	i	i	i	i	i	i	i	-2
40	COc1ccc(N(CC(=O)NC2CC3CCC2C3)S(=O)(=O)c2ccc(C)cc2)cc1 (stereo unspecified)	i	i	i	i	i	i	i	i	i	i	-1
41	COc1cccc(NC(=O)CN(C)C(=O)CCNC(=O)c2ccc(Br)cc2)c1	i	i	i	i	i	-8.9*	i	i	i	i	5
42	N#Cc1ccc(OCC(=O)OCC(=O)NCCC2=CCCCC2)cc1	i	i	i	i	i	i	i	i	i	i	-3
43	COC(=O)c1cccc(C(=O)N2CCCC(CNC(=O)c3ccccc3Cl)C2)c1 (stereo unspecified)	i	i	i	i	i	i	i	i	i	i	.
44	Brc1ccccc1OCCCN1CCCCCC1	i	i	i	i	i	i	i	i	i	i	0
45	CCOc1ccc(NC(=O)CSc2nnc(C3CC3)n2N)cc1	i	i	i	i	i	i	i	i	i	i	0
46	CN1C2CCC1CC(NC(=O)CSCc1ccc(Cl)cc1Cl)C2 (stereo unspecified)	i	i	i	i	i	i	i	i	i	i	-12
47	COC(CNC(=O)CN1CCN(Cc2ccc(F)cc2Cl)C1=O)OC	i	i	i	i	i	i	i	i	i	i	-4
48	COc1ccccc1NC1=C(N2CCCCC2)C(=O)c2ccccc2C1=O	i	i	i	i	i	i	i	i	i	i	1
49	O=C(O)c1cc(Cl)c2ccccc2c1O	i	i	i	i	i	i	i	i	i	i	17
50	COc1ccc(N(CC(=O)NCc2ccc3c(c2)OCO3)C(=O)c2csnn2)cc1	i	i	i	i	i	i	i	i	i	i	2
51	CN(C)CCCn1c(N)c(C#N)c2nc(C#N)c(C#N)nc21	i	i	i	i	i	i	i	i	i	i	-17
52	COc1ccc(NS(=O)(=O)c2ccc3c(c2)n(C)c(=O)n3C)cc1	i	i	i	i	i	i	i	i	i	i	5
53	O=C(O)C1CCN(c2ccc(Cl)nn2)CC1	i	i	i	i	i	i	i	i	i	i	-3
54	CCN1CCN(C(=O)/C(=C/c2cccs2)NC(=O)c2ccc(C)c(C)c2)CC1	i	i	i	i	i	i	i	i	i	i	1
55	C=CCOC(=O)C1=C(C)NC(C)=C(C(=O)OCC=C)C1c1ccco1	i	i	i	i	i	i	i	i	i	i	-1
56	Cc1ccccc1-n1c(C)c(C#N)c(=O)c(-[n+]2ccccc2)c1[S-]	.	i	i	i	i	i	i	i	i	i	0
57	C=CCOc1cccc(C2C(C(=O)c3cccs3)=C(O)C(=O)N2Cc2cccnc2)c1 (stereo unspecified)	i	i	i	i	i	i	i	i	i	i	3
58	CC1Sc2ccc(S(=O)(=O)CCC(=O)N3CCCCC3)cc2NC1=O (stereo unspecified)	i	i	i	i	i	i	i	i	i	i	-1
59	Cc1cc(CN2CCCC(CNC(=O)c3ccc(F)cc3)C2)cc(C)c1O (stereo unspecified)	i	i	i	i	i	i	i	i	i	i	-4
60	O=C(Nc1ccc(F)c(Cl)c1)C1CCCN(c2cnccn2)C1 (stereo unspecified)	i	i	i	i	i	i	i	i	i	i	1

Profiles as entered above. Screens in order: TRPC4 inh	ANO1 block	TRPC6 act	TRPC6 inh	MrgX1 agonist	MrgX1 antag	TRPC4 potent	MrgX1 PAM	TRPC4 agonist	TMEM16A act	SKKanGAS inh
`COC(=O)c1cccc(C(=O)N2CCCC(CNC(=O)c3ccccc3Cl)C2)c1` (stereo unspecified) as listed: i	i	i	i	i	i	i	i	i	i	.
`CCOc1ccc(NC(=O)CSc2nnc(C3CC3)n2N)cc1` as listed: i	i	i	i	i	i	i	i	i	i	0

Continued:
entry	mol	TRPC4 inh	ANO1 block	TRPC6 act	TRPC6 inh	MrgX1 agonist	MrgX1 antag	TRPC4 potent	MrgX1 PAM	TRPC4 agonist	TMEM16A act	SKKanGAS inh
61	O=C(Nc1ccccc1)C1=C(O)CC(c2ccco2)CC1=Nc1ccccc1 (stereo unspecified)	i	i	i	i	i	i	i	i	i	i	11
62	CCN1C=C(Cc2cccs2)C2=C(C1)C(c1cccs1)C(C#N)=C(N)O2 (stereo unspecified)	i	i	i	i	i	i	i	i	i	i	-16
63	CCN(CC)CCC(c1ccc2c(c1)OCO2)c1c(OC)cc(OC)c2ccc(=O)oc12 (stereo unspecified)	i	i	i	i	i	i	i	i	i	i	-3
64	Cc1cc(NCCN2CCOCC2)n2c(nc3ccccc32)c1C#N	i	i	i	i	i	i	i	i	i	i	-1
65	Cc1ccc(-c2n[nH]c(=S)n2/N=C/c2cccn2C)cc1	i	i	i	i	i	i	i	i	i	i	-9
